High-throughput results as filed in PubChem BioAssay.
H9c2 TAG inh = inhibitors of triacylglycerol accumulation, primary screen, cell-based, uHTS, fluorescence, H9c2; H9c2 cells, Nile Red lipid (TAG) fluorescence; cells loaded with 200 µM oleic acid; inhibition, % at 12.5 µM; hit rate 0.66% among 230,000;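 active = pattern-corrected inhibition of lipid staining of at least 50% with the nuclear-stain viability signal not falling by more than 50%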;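 also: 0% = DMSO wells and 100% = triacsin C control wells; some results filed as inactive read as strong as hits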
H9c2 TAG inh DAPI viability = second read-out of H9c2 TAG inh, no call of its own (marks repeat the call); DAPI nuclei signal change (viability), lower = more cytotoxic, %;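 whole-well DAPI fluorescence read on a plate reader as a viability signal; minus 50 percent equals half of cells still viable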
An asterisk follows results filed as active. Only part of the results is shown; rates above refer to the full screens.

SMILES	H9c2 TAG inh	H9c2 TAG inh DAPI viability
CCOc1ccccc1NC(=O)Cn1cnc2c(nnn2-c2cccc(OC)c2)c1=O	4	0
CCOC(=O)c1sc(N)nc1C(F)(F)F	8	-1
COCCCn1c(SCC(=O)NNC(=O)c2cccc(O)c2)nnc1-c1ccncc1	6	-4
C/C(N)=C(/C#N)C(=O)CSc1nc2ccccc2n1CC(C)C	11	-11
CCN1C(=O)CC(N2CCOCC2)C1=O (stereo not given)	-12	2
OCCCn1c(CCNc2nc(-c3ccc(Cl)cc3)cs2)nc2cc(C(F)(F)F)ccc21	3	3
CN(C)S(=O)(=O)N1CCN(c2ccnc3cc(Cl)ccc23)CC1	-9	-6
CC(=O)c1cc(C(=O)N2CCc3c([nH]c4ccccc34)C2C2CCCCC2)[nH]n1 (stereo not given)	10	-5
Cc1nc2cc(NC(=O)NCc3ccccc3)ccc2o1	1	9
COc1cc(C(=O)NNC(=S)NC(=O)c2ccc(F)cc2)cc(OC)c1OC	-2	-2
CN(C)c1ccc(CN(C(=O)c2ccco2)C2CCS(=O)(=O)C2)cc1 (stereo not given)	-15	-2
Cc1cnc(NC(=O)CCNC(=O)c2ccccc2Cl)s1	-4	6
O=C(Cc1cccc(NC(=O)C2CCN(C(=O)c3ccccc3)CC2)c1)Nc1cccc(C(=O)N2CCCC2)c1	0	-5
C[C@@H]1CN([C@H](C)CO)C(=O)c2cc(-c3ccc(F)cc3)cnc2O[C@H]1CN(C)C(=O)c1ccc(F)cc1	2	13
O=C(Nc1cccnc1)C1COc2ccccc2O1 (stereo not given)	-3	0
OCC1OC(c2ccccc2)OC2COC(c3ccccc3)OC12 (stereo not given)	-2	-4
CC(=O)Nc1ccc(NC(=O)C(C)Oc2ccc(C)nc2[N+](=O)[O-])cc1 (stereo not given)	-7	0
Cc1ccc(OC(=O)c2cc3ccccc3o2)cc1	-10	8
CC(C)c1ccc(OC(=O)c2cccc(S(=O)(=O)N3CCN(C)CC3)c2)cc1	6	1
O=S(=O)(c1ccc(F)cc1)N1CCN(C(=S)NCCc2ccccc2)CC1	-12	-1
Cc1nc(CCNC(=O)CC2C(=O)NCCN2Cc2ccc(F)cc2)sc1C (stereo not given)	-3	-11
O=C(CSc1nc2cc(Cl)c(Cl)cc2[nH]1)c1ccc2c(c1)OCO2	2	-2
Cc1cc(C)nc(SC2CC(=O)N(c3ccc(Cl)cc3)C2=O)n1 (stereo not given)	1	-3
CC(=O)N1CCN(C(=O)c2ccc(S(=O)(=O)Nc3ccccc3F)cc2)CC1	11	5
COc1cc(NC(=O)COc2ccc(Br)cc2)ccc1NC(=O)C(C)C	7	0
CC1(C(=O)Nc2ccc3[nH]ncc3c2)CCN1C(=O)C1(c2ccccc2)CC1 (stereo not given)	-7	-5
Cc1cc(C)cc(-n2nnc(C(=O)NCc3ccc(Cl)cc3)c2N)c1	-7	-1
O=C(COC(=O)Cc1ccc(Cl)c(Cl)c1)Nc1ccc2[nH]c(=O)[nH]c2c1	-17	3
C[C@@H]1CN([C@@H](C)CO)C(=O)c2ccccc2-c2ccccc2CO[C@@H]1CN(C)S(=O)(=O)c1ccc(C(F)(F)F)cc1	-26	-5
NC(=O)c1ccc(C2SCC(=O)N2CCc2ccccc2)cc1 (stereo not given)	2	1
COC(=O)C1=C(C(=O)OC)[C@@H]2N(C)c3ccc(OC)cc3[C@@]23C[C@@H](C(=O)OC)N(C(=O)CC(C)C)C3=N1	-4	6
O=C(c1ccco1)N1CCN(c2ncnc3scc(-c4ccc(Cl)cc4)c23)CC1	2	1
Cc1ccc(NC(CC(=O)c2ccccc2)C(=O)O)cc1Cl (stereo not given)	-11	7
CC1CCN(C(=O)CN(C)S(=O)(=O)c2cccc3nsnc23)CC1	-15	1
COc1ccc2[nH]c3c(c2c1)CCN1C(=O)C(CC(=O)NC(C)(C)C)C[C@H](C(=O)N2CCCCC2)[C@@]31C (stereo not given in full)	7	4
COC(=O)c1nn(-c2nc(-c3cccc(OC)c3)cc(C(F)(F)F)n2)cc1[N+](=O)[O-]	3	3

A second format for part of the listing above.
| Structure | H9c2 TAG inh | H9c2 TAG inh DAPI viability |
| --- | --- | --- |
| Cc1nc2cc(NC(=O)NCc3ccccc3)ccc2o1 | 1 | 9 |
| COc1cc(C(=O)NNC(=S)NC(=O)c2ccc(F)cc2)cc(OC)c1OC | -2 | -2 |
| CN(C)c1ccc(CN(C(=O)c2ccco2)C2CCS(=O)(=O)C2)cc1 (stereo not given) | -15 | -2 |

In the list so far, these have a nitro group on carbon.
SMILES	H9c2 TAG inh	H9c2 TAG inh DAPI viability
CC(=O)Nc1ccc(NC(=O)C(C)Oc2ccc(C)nc2[N+](=O)[O-])cc1 (stereo not given)	-7	0
COC(=O)c1nn(-c2nc(-c3cccc(OC)c3)cc(C(F)(F)F)n2)cc1[N+](=O)[O-]	3	3

Next entries follow.
SMILES	H9c2 TAG inh	H9c2 TAG inh DAPI viability
O=C(NC1=NCCS1)c1cc(Cl)ccc1Cl	5	-4
O=C(COc1ccccc1)Nc1ccc2c(c1)nc1n2CCSC1	-16	12
O=C1C(SC(F)(F)C(F)F)=C(C(F)(F)F)OC2C3C=CC(C3)C12 (stereo not given)	6	-7
COc1cc(C(=O)NNC(=S)NCc2ccco2)cc(OC)c1OC	-8	3
O=C(COC(=O)c1cccnc1Cl)Nc1ccc(S(=O)(=O)N2CCOCC2)cc1	-12	4
NS(=O)(=O)c1cnccc1Oc1cccc(Cl)c1	4	-8
O=C(c1ccccc1)c1coc2c1C(=O)c1ccccc1C2=O	2	5
CCC1CCCCN1CCNS(=O)(=O)c1ccc2c(c1)CCN2C(C)=O (stereo not given)	-2	-8
CN(CC(=O)Nc1ccccc1Br)C(=O)CCSc1ccc(F)cc1	-11	4
Cc1nnc(N2C(=O)c3ccc(Br)cc3C2=O)s1	3	-15
O=C1CCCC(O)=C1C=NCc1ccccc1	1	5
O=c1oc2ccccc2n1CCCOc1ccccc1	-3	-2

Reformatted with each value named: part of the list above.
O=C1CCCC(O)=C1C=NCc1ccccc1
  H9c2 TAG inh = 1 | H9c2 TAG inh DAPI viability = 5
CN(CC(=O)Nc1ccccc1Br)C(=O)CCSc1ccc(F)cc1
  H9c2 TAG inh = -11 | H9c2 TAG inh DAPI viability = 4
CCC1CCCCN1CCNS(=O)(=O)c1ccc2c(c1)CCN2C(C)=O (stereo not given)
  H9c2 TAG inh = -2 | H9c2 TAG inh DAPI viability = -8
O=c1oc2ccccc2n1CCCOc1ccccc1
  H9c2 TAG inh = -3 | H9c2 TAG inh DAPI viability = -2

(continued)
SMILES	H9c2 TAG inh	H9c2 TAG inh DAPI viability
CNC(=O)C1=C(C)Nc2nc3ccccc3n2C1c1cccc(OC)c1 (stereo not given)	4	5
Nc1c(N(Cc2ccco2)C(=O)COc2ccc(Cl)cc2)c(=O)[nH]c(=O)n1Cc1ccccc1	6	-4
CC(C)Oc1ccc(F)cc1-c1cc(C(=O)NCc2ccc(C(F)(F)F)cc2)[nH]n1	-40	-6
Cc1c(C(=O)N2CCOCC2)oc2ccc(S(=O)(=O)N3CCCC3)cc12	-29	4
CCN1CCc2c(C#N)c(N3CCCCC3)nc(NCc3ccccc3)c2C1	24	32
CCCCn1nc(C(=O)Nc2cc(S(=O)(=O)N(C)C)ccc2C)c2ccccc2c1=O	19	-6
c1ccc2oc(-c3nn4c(Cn5cnc6ccccc65)nnc4s3)cc2c1	-3	2
COc1cc(C)c(S(=O)(=O)NCc2cccs2)cc1C	-27	7
CN(CCOc1ccccc1)C(=O)C1CCN(C(=O)c2ccc(Cl)cc2)CC1	-18	-8
Cc1cc(C)n(-c2ccc(C(=O)Nc3ccc(N4CCOCC4)cc3)cc2)n1	18	14
CC(=O)Nc1ccc(CN2CCc3c([nH]c4ccccc34)C2c2ccccn2)cc1 (stereo not given)	-15	8
Cc1ccc2nc(C)cc(OCC(=O)O)c2c1	-14	-1

Reprinted from above, 4 compounds:
SMILES	H9c2 TAG inh	H9c2 TAG inh DAPI viability
COc1cc(C)c(S(=O)(=O)NCc2cccs2)cc1C	-27	7
CN(CCOc1ccccc1)C(=O)C1CCN(C(=O)c2ccc(Cl)cc2)CC1	-18	-8
Cc1cc(C)n(-c2ccc(C(=O)Nc3ccc(N4CCOCC4)cc3)cc2)n1	18	14
CC(=O)Nc1ccc(CN2CCc3c([nH]c4ccccc34)C2c2ccccn2)cc1 (stereo not given)	-15	8

Remaining list, next part:
SMILES	H9c2 TAG inh	H9c2 TAG inh DAPI viability
CCSC1=NCCN1S(=O)(=O)c1ccc(F)cc1	13	-1
COc1ccc(-c2csc(Nc3cc(C)ccn3)n2)cc1OC	16	-5
Cn1c(=O)cc(OCCCC(=O)N2CCN(c3ccccc3)CC2)c2ccccc21	39	-15
CC1(C)Cc2cccc(OCC(=O)NCCc3ccccc3)c2O1	-14	1
O=C(NNC(=O)c1ccc(Cl)c(Cl)c1)c1ccncc1	-1	-4
COc1ccc(-c2cc(C(=O)N3CCOCC3)c3ccccc3n2)cc1OC	9	-6
O=C(CCN1C(=O)/C(=C\C=C\c2ccccc2)SC1=S)Nc1ccccc1C(=O)O	-12	3
NS(=O)(=O)c1ccc2nc(NC(=O)c3ccc4c(c3)OCCO4)sc2c1	-5	27
CC(=O)CC(=O)Nc1cccc2c1CCCC2	6	8
CCCNC(=O)C1CCCN(S(=O)(=O)c2ccc3c(c2)CC(C)N3C(=O)C2CC2)C1 (stereo not given)	9	1
CCOC(=O)c1cc(-c2ccccc2)sc1NC(=O)CSc1nnc(N)s1	1	6
COc1ccccc1NC(=O)N1CCN(CCc2ccccc2)CC1	2	-6
CCOc1ccc(C(=O)Nc2c3c(nn2-c2ccc(F)cc2)CS(=O)C3)cc1 (stereo not given)	11	-4
CCCn1c(NCc2cc(OC)ccc2OC)nc2ccccc21	-2	14
CN1CCN(S(=O)(=O)c2ccc(Cc3ccc(S(=O)(=O)N4CCN(C)CC4)cc3)cc2)CC1	7	4
O=C(NC1(C(F)(F)F)OCCO1)c1ccc(F)cc1	-6	4
CN1C(=O)C(O)(CC(=O)c2ccccc2O)c2cc(Br)ccc21 (stereo not given)	45	-33
O=C(Oc1cccc2c(OC(=O)N3CCCC3)cccc12)N1CCCC1	4	8
OCCN1CCN(C(=S)Nc2ccccc2)CC1	2	-3
CCC/C=C/c1ccc(CN2C(C)C(=O)N(Cc3cn(CC4CCCCC4)nn3)CCS2(=O)=O)cc1 (stereo not given)	9	-2
CCOC(=O)c1cccc(NC(=O)CSc2nnnn2C)c1	13	3
O=C(NCC(=O)N1CCCCC1)c1ccc2ccccc2c1	5	-12
CC(=O)c1ccc(-c2cccc3nccn23)cc1	8	-12
CC(C)CC1(C)NC(=O)N(CC(=O)NC(=O)Nc2ccc3c(c2)OCCO3)C1=O (stereo not given)	-13	2
COc1cc(C(=O)NCC(c2cccs2)N2CCOCC2)ccc1OCc1ccccc1 (stereo not given)	2	4
COC(=O)c1ccccc1OS(=O)(=O)N(C)C	-1	-3
COc1cccc(N2CC(C(=O)NC3CCCCC3)CC2=O)c1 (stereo not given)	0	0
CCCCCCCSc1nsc(N)n1	-17	8
CC(CCc1ccccc1)NC(=O)c1ccc(Br)cc1 (stereo not given)	-17	-1
CCN(CC)CCCN=C1N[C@@H](c2cccc(F)c2)C(C(=O)OC)=C(C)N1Cc1ccccc1	94	-61
O=C(C[n+]1cccc2ccccc21)c1ccc([N+](=O)[O-])cc1	-7	-3
O=C(CCNC(=O)c1ccc([N+](=O)[O-])cc1)NC1CCCc2ccccc21 (stereo not given)	-17	-2
O=C(Cn1nc(-c2ccc(Cl)cc2)c2ccccc2c1=O)NCC1CCCO1 (stereo not given)	21	-4
CC(C)CNC(=O)/C=C/C=C/CCCC/C=C/c1ccc2c(c1)OCO2	-16	-2
CCNC(=O)NC(=O)COC(=O)c1cccc(S(=O)(=O)N2CC3(C)CC2CC(C)(C)C3)c1 (stereo not given)	7	-3
COc1ccc(S(=O)(=O)N2CCN(C(=O)Nc3ccccc3OC)CC2)cc1	-9	1
O=C(NCc1cccs1)Nc1ccc(Cl)cc1	-6	4
N#Cc1nn(-c2ccccc2)nc1N1CCCCC1	-13	52
O=C(NCCN1CCCCCC1)c1ccc(CS(=O)(=O)c2ccc(Br)cc2)o1	-11	8
CCN(CC)C(=O)c1ccccc1NC(=O)c1ccccc1	-3	-3
O=C(NC1CCCCCCC1)c1ccc(Br)cc1	-2	-2
COc1cccc(NC2=C(Cl)C(=O)OC2OC(=O)c2ccco2)c1 (stereo not given)	10	-3
CCOc1ccccc1NC(=O)COC(=O)CSc1ccc(Cl)cc1	-2	-4
C=CCNC(=S)Nc1sc2c(c1C(=O)OCC)CC(C)(CC)OC2 (stereo not given)	-3	0
Cc1cc(C)c(NC(=O)Nc2ccccc2C)c(Cl)c1	3	5
CCOC(=O)c1oc2ccccc2c1CN1CCCCC1	0	4
CCOCC(=O)Nc1ccc([N+](=O)[O-])cc1C	-17	10
CCCCCN1C/C=C\C(c2ccc(OC)cc2)N(Cc2ccc(F)cc2)C(=O)C1 (stereo not given)	-15	7
O=C(CSc1nc(-c2ccc(F)cc2)cs1)NCCN1C(=O)CSC1=O	-2	1
O=C(COc1ccc2ccccc2c1)Nc1cccc2cccnc12	11	-10
COCCN1CCN(Cc2nc(Cc3ccc(OC)c(OC)c3)no2)CC1	-12	12
Cn1nc(C(F)(F)F)c2cc(NC(=O)OCC(C)(C)C)sc21	2	5
